TRHR ag – qHTS for Small Molecule Agonists and Allosteric Enhancers of Human TRH Receptor: Primary Screen for Agonists | Thyrotropin-releasing hormone receptor (Homo sapiens), P34981 | hit rate 0.18% among 360,000 | activation, % at 2 µM | AID 493084, 2011 | TRHR cells, calcium flux fluo-8, FDSS agonist mode; further: 0% is about no effect
Target sequence (P34981 whole entry, looked up): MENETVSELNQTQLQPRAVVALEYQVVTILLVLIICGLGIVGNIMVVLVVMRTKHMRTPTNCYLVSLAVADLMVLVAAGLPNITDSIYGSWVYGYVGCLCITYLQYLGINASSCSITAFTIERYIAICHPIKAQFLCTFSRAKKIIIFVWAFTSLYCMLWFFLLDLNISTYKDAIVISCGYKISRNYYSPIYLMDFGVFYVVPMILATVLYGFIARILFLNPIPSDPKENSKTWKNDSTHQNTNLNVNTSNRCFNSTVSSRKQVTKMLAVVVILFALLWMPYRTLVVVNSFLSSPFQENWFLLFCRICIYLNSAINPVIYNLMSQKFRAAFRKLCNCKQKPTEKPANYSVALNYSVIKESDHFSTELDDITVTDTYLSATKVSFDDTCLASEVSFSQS
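TRHR-expressing cells loaded with fluo-8 calcium dye; 23 nL library compound pin-transferred, kinetic FDSS fluorescence (Ex 480/Em 530) recorded about 180 s for agonist-induced calcium release, before a 10 nM TRH EC20 addition for potentiator mode.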
D1 potentiator – Potentiators of Human D1 Dopamine Receptor: qHTS; AID 504651, 2011; HEK293 TREx D1 cells, calcium flux, dopamine EC20 potentiation; hit rate 0.036% among 360,000; potentiation, % at 10 µM; D(1A) dopamine receptor (Homo sapiens), P21728; in the data active means potentiation above about 30%; further: 0% is about no effect
Target sequence (P21728 whole entry, looked up): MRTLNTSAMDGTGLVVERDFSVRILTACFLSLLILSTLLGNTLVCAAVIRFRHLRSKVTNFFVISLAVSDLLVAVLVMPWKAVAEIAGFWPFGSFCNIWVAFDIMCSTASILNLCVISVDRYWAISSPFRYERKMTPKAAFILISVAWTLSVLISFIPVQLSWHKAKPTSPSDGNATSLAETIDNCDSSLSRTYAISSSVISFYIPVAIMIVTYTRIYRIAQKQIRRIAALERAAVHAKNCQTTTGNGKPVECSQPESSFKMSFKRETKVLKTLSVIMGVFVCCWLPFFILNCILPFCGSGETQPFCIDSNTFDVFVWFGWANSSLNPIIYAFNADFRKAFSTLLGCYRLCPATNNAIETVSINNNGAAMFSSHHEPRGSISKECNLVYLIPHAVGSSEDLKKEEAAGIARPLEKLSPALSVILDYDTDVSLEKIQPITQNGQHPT
D2 antagonist – HTS Assay for Allosteric Antagonists of the Human D2 Dopamine Receptor: Primary Screen for Antagonists. D(2) dopamine receptor (Homo sapiens), P14416. HEK293 TREx D2 cells, calcium flux, dopamine EC80. inhibition, % at 10 µM. hit rate 2% among 340,000; in the data active means inhibition above about 30%; further: 0% is about no effect
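Tetracycline-induced HEK293 T-REx cells expressing D2 force-coupled to calcium signalling were dye-loaded, exposed to compound for 180 s, then challenged with an EC80 of dopamine; calcium flux was followed kinetically for a further 180 s.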
TRHR enhancer – qHTS for Small Molecule Agonists and Allosteric Enhancers of Human TRH Receptor: Primary Screen for Enhancers; Thyrotropin-releasing hormone receptor (Homo sapiens), P34981; TRHR cells, fluo-8 calcium fluorescence, EC20 TRH enhancement; enhancement, % at 2 µM; hit rate 0.66% among 360,000; AID 493056, 2011; in the data active means enhancement above about 30%; further: 0% is about no effect
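Enhancer read-out: after compound pinning and an initial kinetic agonist-mode read, an EC20 of TRH (10 nM final) was injected and fluo-8 calcium signal (Ex 480/Em 530) followed at 1 s/cycle for 100 cycles in TRHR-expressing cells.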
D2 agonist – HTS Assay for Allosteric Agonists of the Human D2 Dopamine Receptor: Primary Screen for Agonists | D(2) dopamine receptor (Homo sapiens), P14416 | HEK293 T-REx D2 cells, calcium flux agonist mode | activation, % at 2 µM | hit rate 0.53% among 340,000 | AID 485358, 2010;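 active means activation over 3 SD above normal in the single-dose calcium agonist read, cut at about 30% in these data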; further: 0% is about no effect
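In this primary screen, compounds producing a positive calcium signal within 180 s of addition to tetracycline-induced, force-coupled HEK293 Trex D2 cells are flagged; cells are dye-loaded with a no-wash calcium kit beforehand.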
D1 antag – Antagonist of Human D 1 Dopamine Receptor: qHTS | D(1A) dopamine receptor (Homo sapiens), P21728 | HEK293 TREx D1 cells, calcium flux, dopamine EC80; stronger effect = lower value | activity change, negative = inhibition, % at 10 µM | hit rate 3.2% among 360,000; in the data active means activity change below about -30%; further: on the % scale 0 is the no-effect control and ±100 the full control effect
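Using tetracycline-induced force-coupled D1 Hek293 cells and a calcium dye, signals were followed for 180 s after compound, then for 180 s after EC80 dopamine, to detect inhibitors.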
D2 potentiator – HTS Assay for Positive Allosteric Modulators of the Human D2 Dopamine Receptor: Primary Screen for Potentiators; D(2) dopamine receptor (Homo sapiens), P14416; hit rate 0.34% among 340,000; HEK293 T-REx D2, calcium flux, EC20 dopamine potentiation; potentiation, % at 10 µM;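 active means potentiation over 3 SD above the plate norm, cut at about 30% in these data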; further: 0% is about no effect
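Potentiation of an EC20 dopamine calcium response is measured in a force-coupled, tetracycline-inducible Hek293 Trex D2 line. Compound-only kinetic reads over 180 s flag agonists before dopamine addition.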
D1 ag – Allosteric Agonists of the Human D1 Dopamine Receptor: qHTS; HEK293 T-REx D1 cells, calcium flux, agonist mode; D(1A) dopamine receptor (Homo sapiens), P21728; activation, % at 2 µM; hit rate 1% among 360,000; AID 504660, 2011; further: 0% is about no effect
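Inducible HEK293 T-REx D1 cells, force-coupled to calcium signalling, were plated at 4000 cells/well with tetracycline and held overnight at 30 C. After no-wash calcium dye loading, compound-evoked calcium rise over 180 s flagged agonists.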
RXFP1 antag – qHTS Assay for Antagonists of the Relaxin Receptor RXFP1. activity change, negative = inhibition, % at 57.5 µM. Relaxin receptor 1 (Homo sapiens), Q9HBX9. hit rate 0.59% among 350,000. HEK293-RXFP1, relaxin-stimulated cAMP HTRF, 30 min; stronger effect = lower value;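 active means activity change of -60% or lower, but not beyond a set lower limit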; further: on the % scale 0 is the no-effect control and ±100 the full control effect
Starred values were filed as active, the others as inactive; · = not tested or not shown. Unless noted, no stated cut-off is given here; in the data, active means activation above about 30%; inactive means the rest.

cpd	SMILES	TRHR ag	D1 potentiator	D2 antagonist	TRHR enhancer	D2 agonist
1	COc1ccccc1NC(=O)c1ccc(NC(=O)COC(=O)C2(C)CC2(Cl)Cl)cc1 (stereo not drawn)	0.4	-4	·	4	·
2	COc1ccc(N2C(=O)CC(c3ccc(OC(C)C)cc3)C2=O)cc1 (stereo not drawn)	0.2	·	-11	-4	-1.3
3	CCn1c(-c2ccc(C(C)(C)C)cc2)n[nH]c1=S	-0.2	-2	-2	-4	0.4
4	O=C(N/N=C1\NC(=O)C(CO)(CO)S1)c1ccccc1	0.5	-2	28	-1	0.6
5	Cn1c(CC(=O)Nc2ccccc2)c(Sc2ccccc2)c2ccccc21	0.7	-6	-14	2	9.1
6	c1ccc(-c2ccccc2OCCCN2CCCCCC2)cc1	0.9	-10	56*	-1	-1.6
7	COc1ccc(/C=N\NC(=O)C2COc3ccccc3O2)cc1O (stereo not drawn)	0.3	-10	12	-6	-0.6
8	COc1cccc(C(=O)NCCC2=CCCCC2)c1	-0.6	-1	7	-1	-0.1

cpd	D1 antag	D2 potentiator	D1 ag	RXFP1 antag
1	-20	·	11	-32
2	-27	-2	7	·
3	-12	1	5	-16
4	8	-4	1	4
5	6	-20	2	-6
6	-43*	-23	24	-27
7	-9	5	1	23
8	7	-9	4	-2

More entries:
cpd	SMILES	TRHR ag	D1 potentiator	D2 antagonist	TRHR enhancer	D2 agonist
9	Cc1ccc([N+](=O)[O-])cc1N(CC(=O)NCC1CCCO1)S(C)(=O)=O (stereo not drawn)	-0.2	-1	-8	-10	-1.1
10	O=C(Cc1ccsc1)NCc1ccccc1F	1.0	0	12	-10	0.6
11	CC(OC(=O)c1cccc(S(=O)(=O)Nc2cccc(C(F)(F)F)c2)c1)C(=O)Nc1ccc2c(c1)OCCO2 (stereo not drawn)	-2.1	-9	-2	0	-0.2
12	Oc1ccc(Cl)cc1N=Cc1sc2ccccc2c1Cl	1.2	-4	2	-1	-0.4
13	COc1ccc(N(CC(=O)O)S(=O)(=O)c2ccc(C)cc2)cc1Cl	-0.3	6	-4	0	-1.2
14	COc1ccc(OC)c2sc(NC(=O)CCSc3ccccc3)nc12	-0.6	2	-17	8	-0.5
15	Cc1ccc2c(cnn2C(=O)CCC(=O)NCc2cccc(Cl)c2)c1	0.2	-2	13	3	-0.6
16	Fc1ccc(Nc2ccc(-c3ccc(F)cc3)nn2)cc1	1.2	-8	-7	10	0.9

cpd	D1 antag	D2 potentiator	D1 ag	RXFP1 antag
9	8	0	8	-21
10	-2	-2	2	6
11	-36*	-11	4	3
12	3	·	0	1
13	15	-4	4	6
14	23	6	15	0
15	-20	-3	4	1
16	-45*	-1	2	12

Carrying on:
cpd	SMILES	TRHR ag	D1 potentiator	D2 antagonist	TRHR enhancer	D2 agonist
17	CCOC(=O)Cc1csc(SCC(=O)/C(C#N)=C(\C)N)n1	-0.2	0	20	9	0.0
18	O=C(Nc1ncc(S(=O)(=O)c2ccc([N+](=O)[O-])cc2)s1)c1cccnc1	0.9	-2	-10	-2	2.1
19	Cc1ccc(NC(=O)c2c3c(nc4ccccc24)C(=O)N(C2CCCCC2)C3)cc1F	0.3	6	·	11	0.4
20	O=C(COc1ncnc2ccccc12)N1CCN(S(=O)(=O)c2ccccc2)CC1	-0.6	3	-7	1	1.1
21	Nc1nc2nonc2nc1N	0.7	4	-11	-2	0.5
22	Cc1cnc(NC(=O)CCCSc2nc3ccccc3s2)s1	0.5	-5	-8	-1	0.6
23	CCCCC(=O)Nc1cc(NC(=O)CCCC)cc(C(=O)O)c1	-0.3	-1	19	6	0.1
24	CCC(C)Nc1nc(OC(C(F)(F)F)C(F)(F)F)nc(OC(C(F)(F)F)C(F)(F)F)n1 (stereo not drawn)	1.2	-2	-21	4	-0.1

cpd	D1 antag	D2 potentiator	D1 ag	RXFP1 antag
17	-3	-8	3	7
18	7	-2	9	-8
19	14	-3	0	7
20	6	1	1	1
21	-3	-5	2	-3
22	9	0	4	-5
23	-5	-8	1	32
24	3	-2	6	1

Next section:
cpd	SMILES	TRHR ag	D1 potentiator	D2 antagonist	TRHR enhancer	D2 agonist
25	COc1ccc(C(=O)c2ccc(N3CCN(C4CC(=O)NC4=O)CC3)cc2)cc1F (stereo not drawn)	-0.7	-4	34*	8	-0.1
26	Cc1ccc(-n2c(SCC(=O)N3CCCc4ccccc43)nnc2-c2cccnc2)c(C)c1	0.5	2	14	2	1.8
27	Cc1ccc(S(=O)(=O)NN2C(=O)/C(=C/c3cccc(F)c3)SC2=S)cc1	1.1	-1	5	5	0.0
28	CCn1cc([N+](=O)[O-])c(C(=O)Nc2cc(C)on2)n1	1.5	-6	4	0	-0.5
29	COc1cccc(CNC(=O)c2ccc(NC(=O)CC3SC(N4CCCCC4)=NC3=O)cc2)c1 (stereo not drawn)	0.5	-3	-17	1	0.5
30	CC(C)(C)c1ccc(S(=O)(=O)N2CC(=O)Nc3ccccc32)cc1	-0.3	-13	1	-1	-1.0
31	Cc1cc(C)n(CC(O)COc2ccccc2)n1 (stereo not drawn)	-0.5	-13	0	9	-0.2
32	COc1ccc(CNC(=O)[C@@H](NC(=O)C2CCN(C(=O)[C@@H](N)CCSC)CC2)C(C)C)cc1	-0.5	-3	·	-1	·

cpd	D1 antag	D2 potentiator	D1 ag	RXFP1 antag
25	-15	3	9	6
26	-6	-4	1	11
27	6	-5	3	-6
28	4	0	1	-3
29	16	7	3	3
30	-4	-4	3	-10
31	-4	23	3	-2
32	-23	·	3	·

Next structures.
cpd	SMILES	TRHR ag	D1 potentiator	D2 antagonist	TRHR enhancer	D2 agonist
33	CC(=O)c1ccc(NC(=O)CSc2nnc(Cc3cccn3C)n2-c2ccc(F)cc2)cc1	0.0	-6	7	-3	-0.3
34	Cc1nccn1C[C@@H]1CCc2c(c3ccccc3n2C)C1=O	-0.4	-6	6	2	-0.4
35	Cc1ccc(Nc2c(-c3ccccn3)nc3cc(C)ccn23)cc1	-0.1	0	-1	3	0.6
36	O=C(NCCCN1CCOCC1)C(=O)N/N=C/c1ccccc1Cl	-1.2	-2	-7	8	-1.5
37	COc1ccc2c(Sc3ccc(C)cc3)c(C(=O)NC(C)C)[nH]c2c1	-0.7	-1	·	5	-0.9
38	CCc1cc2c(=O)[nH]c(CC(N)=O)nc2s1	0.6	4	19	3	1.0
39	COCC(C)OC(=O)/C(C#N)=C\c1coc2ccc(C)cc2c1=O (stereo not drawn)	0.9	2	-9	-2	-0.4
40	COc1ccc(Cl)cc1Nc1nc(-c2sc(NC(=O)c3ccccc3)nc2C)cs1	0.9	5	-11	9	0.6

cpd	D1 antag	D2 potentiator	D1 ag	RXFP1 antag
33	-3	-4	1	-3
34	8	-7	0	·
35	-8	·	1	-25
36	0	2	1	4
37	1	1	-1	-23
38	-6	-1	1	-10
39	-17	-3	6	-7
40	6	15	3	·

(more compounds)
cpd	SMILES	TRHR ag	D1 potentiator	D2 antagonist	TRHR enhancer	D2 agonist
41	O=C(Nc1cccc(F)c1)NC1CCCCCCC1	0.4	-3	5	2	3.2
42	Cc1ccc(S(=O)(=O)Nc2ccc3c(c2)nc(C)n3C)cc1	-0.6	3	-4	1	-0.5
43	CS(=O)(=O)c1nc(S(=O)(=O)c2ccc(Cl)cc2)c(N2CCCCCC2)s1	-0.4	-4	-2	-6	0.8
44	Cc1ccc(S(=O)(=O)N2CCCN(S(=O)(=O)c3ccc(C(F)(F)F)cc3)CC2)cc1	-0.2	-3	7	2	0.3
45	Cc1nc(N2CCOCC2)c2c(C(=O)N3CCN(c4cc(Cl)ccc4C)CC3)c(C)oc2n1	-0.9	-9	·	17	-0.3
46	CCOC(=O)c1cc(-c2ccccc2)n(CCCC(=O)Nc2ccc(C)cc2Cl)c1C	1.0	-5	·	1	0.7
47	CCC(C)NC(=O)c1ccccc1NC(=O)c1ccccc1N(C)S(C)(=O)=O (stereo not drawn)	0.3	-5	19	-2	0.3
48	CCOC(=O)c1sc(-c2ccc(C)cc2)c(C#N)c1C	0.2	-2	1	6	-0.6

cpd	D1 antag	D2 potentiator	D1 ag	RXFP1 antag
41	-17	2	7	-7
42	-12	6	11	4
43	30	-4	0	-8
44	-24	7	3	-10
45	-6	5	3	5
46	-11	-1	14	-2
47	6	-6	-1	-2
48	-10	6	3	-15

4 of these compounds, set out differently.
[41] O=C(Nc1cccc(F)c1)NC1CCCCCCC1
  TRHR ag = 0.4
  D1 potentiator = -3
  D2 antagonist = 5
  TRHR enhancer = 2
  D2 agonist = 3.2
  D1 antag = -17
  D2 potentiator = 2
  D1 ag = 7
  RXFP1 antag = -7

[42] Cc1ccc(S(=O)(=O)Nc2ccc3c(c2)nc(C)n3C)cc1
  TRHR ag = -0.6
  D1 potentiator = 3
  D2 antagonist = -4
  TRHR enhancer = 1
  D2 agonist = -0.5
  D1 antag = -12
  D2 potentiator = 6
  D1 ag = 11
  RXFP1 antag = 4

[43] CS(=O)(=O)c1nc(S(=O)(=O)c2ccc(Cl)cc2)c(N2CCCCCC2)s1
  TRHR ag = -0.4
  D1 potentiator = -4
  D2 antagonist = -2
  TRHR enhancer = -6
  D2 agonist = 0.8
  D1 antag = 30
  D2 potentiator = -4
  D1 ag = 0
  RXFP1 antag = -8

[44] Cc1ccc(S(=O)(=O)N2CCCN(S(=O)(=O)c3ccc(C(F)(F)F)cc3)CC2)cc1
  TRHR ag = -0.2
  D1 potentiator = -3
  D2 antagonist = 7
  TRHR enhancer = 2
  D2 agonist = 0.3
  D1 antag = -24
  D2 potentiator = 7
  D1 ag = 3
  RXFP1 antag = -10

Later entries
cpd	SMILES	TRHR ag	D1 potentiator	D2 antagonist	TRHR enhancer	D2 agonist
49	Cc1ccccc1C(=O)Nc1ccccc1C(=O)NCc1ccccc1	0.7	-4	9	-13	0.1
50	Cc1ccccc1Nc1nc(N)nc(CSc2nnc3sc4ccccc4n23)n1	-0.3	-5	-9	4	-0.3
51	COc1ccc(CCN(C(=O)c2snc(C(N)=O)c2N)C(C(=O)NCC2CCCO2)c2ccc(F)cc2)cc1OC (stereo not drawn)	-0.3	-7	-5	-2	-0.6
52	COc1ccc(/C(N)=N/OC(=O)c2cc(-c3ccccc3)nc3ccccc23)cc1	0.7	2	2	-12	-0.2
53	CCn1ncc(Br)c1C(=O)Nc1ccc(C(C)C)cc1	-0.7	-3	-1	11	-0.2

cpd	D1 antag	D2 potentiator	D1 ag	RXFP1 antag
49	-2	13	1	-12
50	5	-1	0	-2
51	5	-7	1	-11
52	1	-6	3	-1
53	-15	-2	7	-13

Screens from PubChem.
